Compound activity (PubChem)
NR2E3 ag-1: agonists of human NR2E3 nuclear receptor; CHO-S Gal4-NCOR/VP16-NR2E3 two-hybrid, luciferase; 360,000 tested, 0.35% active; inhibition of corepressor binding, % at 3.98 µM; AID 602229; Q9Y5X4;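 active means inhibition above the mean of all tested compounds plus 3 SD, cut at about 70% in these data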;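 further: 0% = DMSO with NR2E3 transfected cells and 100% = cells lacking NR2E3 construct; higher means lower luciferase signal from less NR2E3 corepressor binding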
Target sequence (Q9Y5X4 whole entry, looked up, the tested form may be a part): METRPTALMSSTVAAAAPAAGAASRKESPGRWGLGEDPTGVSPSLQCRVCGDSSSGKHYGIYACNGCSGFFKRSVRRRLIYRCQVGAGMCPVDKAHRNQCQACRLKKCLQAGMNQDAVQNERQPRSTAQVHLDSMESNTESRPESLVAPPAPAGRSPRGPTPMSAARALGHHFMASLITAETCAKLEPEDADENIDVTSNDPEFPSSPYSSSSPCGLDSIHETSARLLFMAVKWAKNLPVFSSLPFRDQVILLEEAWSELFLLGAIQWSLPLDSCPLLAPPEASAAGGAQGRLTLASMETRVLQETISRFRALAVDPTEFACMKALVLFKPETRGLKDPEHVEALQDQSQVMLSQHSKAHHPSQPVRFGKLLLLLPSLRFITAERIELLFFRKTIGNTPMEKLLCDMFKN
Cardio protect: myocardial damage modulation in H9c2 cells | H9c2 cardiomyocytes, H2O2 injury protection, ATPLite, 2 h | protection from H2O2 cell death, % at 20 µM | 360,000 tested, 0.63% active | AID 588492;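 active means compounds giving at least 50% protection of heart cells from peroxide-induced death in the single-dose screen, raw or plate-pattern-corrected value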;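 further: 0% = DMSO wells with peroxide and 100% = DMSO wells without peroxide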
HIF-2a inh: inhibitors of HIF-2a; inhibition, % at 18.8 µM; 786-0 RCC cells HIF-2a reporter, luciferase luminescence, overnight; 360,000 tested, 0.72% active;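 active means inhibition of the luminescence signal of 40% or more relative to plate controls, in a single-dose primary screen at 18.75 µM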
NR2E3 ag-2: NR2E3 (human) agonism; 320,000 tested, 0.12% active; AID 2300; GST-NR2E3/biotin-RetCOR TR-FRET, 1536-well; inhibition of corepressor binding, % at 4.78 µM; Q9Y5X4;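 active means percent inhibition above the cutoff of mean plus 3 SD of all tested compounds, set per screening campaign, cut at about 20% in these data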;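 further: 0% = DMSO wells and 100% = biotin wells as full block of FRET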
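Material: NR2E3–RetCOR corepressor complex / Amount: 1.35 nM GST-NR2E3 / Medium: Tris pH 7.5 / Compound: single nominal compound dose of 4.8 µM / Incubation: 5 h at 4 °C / Technique: TR-FRET, Eu(K)-anti-GST donor, streptavidin-D2 acceptor, ex 340, em 617/671 nm / Read-out basis: percent loss of FRET ratio relative to control wells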
PDI inh: inhibitors of human protein disulfide isomerase | P07237 | PDI insulin aggregation turbidity, A650, 90 min | AID 588391 | inhibition, % at 10 µM | 350,000 tested, 0.052% active;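 active means mean inhibition across replicates of 30% or more, whatever share of single replicates reach that level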;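 further: absorbance from insulin aggregation driven by PDI reduction with DTT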
Peg3 promoter: inhibitors of Peg3 promoter | HeLa PEG-Prom luciferase reporter, luminescence, overnight | inhibition, % at 20 µM | 360,000 tested, 1.7% active | AID 588405;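 active means inhibition of at least 50% at 20 µM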
HTR2A ag: mouse HTR2A agonism via beta-arrestin recruitment. P35363. CHO-K1 mHTR2A beta-arrestin complementation, luminescence; percent of 30 µM serotonin response. AID 624169. 360,000 tested, 0.66% active. activation, % at 7.6 µM;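 active means activation above a run cutoff, the mean activation of all tested compounds plus 3 SD, cut at about 14% in these data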;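 further: 0% = plate median of compound wells and 100% = 30 µM serotonin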
Target sequence (P35363 whole entry, looked up): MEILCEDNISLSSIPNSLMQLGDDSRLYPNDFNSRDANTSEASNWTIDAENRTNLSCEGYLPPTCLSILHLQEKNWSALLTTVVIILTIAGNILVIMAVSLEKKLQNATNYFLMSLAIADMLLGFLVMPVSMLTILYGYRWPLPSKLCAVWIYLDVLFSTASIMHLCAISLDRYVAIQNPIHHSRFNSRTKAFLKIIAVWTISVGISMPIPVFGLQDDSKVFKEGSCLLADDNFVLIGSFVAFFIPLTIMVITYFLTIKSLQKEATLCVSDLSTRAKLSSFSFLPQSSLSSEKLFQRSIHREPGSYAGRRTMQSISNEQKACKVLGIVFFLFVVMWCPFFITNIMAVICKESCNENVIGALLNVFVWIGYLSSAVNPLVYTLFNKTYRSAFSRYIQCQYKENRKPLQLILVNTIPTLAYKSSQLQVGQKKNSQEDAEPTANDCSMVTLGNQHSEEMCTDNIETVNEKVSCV
CaV13 ICDI inh: Disruptors of the CACNA1D IQ motif to Ca2+-dependent inactivation inhibitor domain association, primary screening, Förster resonance energy transfer in intact living …; inhibition, % at 12.3 µM; 340,000 tested, 0.098% active; HEK cells, CFP/YFP FRET ICDI-IQ, plate reader, 10 min; percent FRET-ratio fall versus neutral wells;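 active means mean replicate inhibition of at least 30% and at least 1% of replicates passing that level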;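 further: 0% = median of the neutral control wells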
Shn3 3UTR inh: Schnurri-3 reporter inhibition in Clone20 osteoblasts; inhibition, % at 12.5 µM; 360,000 tested, 0.52% active; AID 588674; Clone20 osteoblast Shn3 3'UTR firefly luciferase, 24 h;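 active means mean inhibition of at least 75% with every replicate also reaching 75%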;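 further: 0% = median of neutral control wells and 100% = pilot-screen positive control compound; some compounds past the cut are filed as inactive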
iPSC survival up: increases survival of single human iPS cells; hiPSC single-cell survival, ATPlite luminescence; 100% = ROCK inhibitor wells, 0% = DMSO; survival enhancement, % at 20 µM; 360,000 tested, 0.044% active; AID 602274; in the data active means survival enhancement above about 18%;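 further: cells exposed to compounds for 16 hours before the ATP read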
MITF TRPM1 inh: inhibitors of MITF-driven TRPM1 promoter in melanoma cells; 330,000 tested, 0.83% active; SK-MEL-5 TRPM1 promoter luciferase, 24 h; inhibition, % at 12.5 µM;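 active means mean inhibition across replicates of 60% or more, whatever share of single replicates reaches that level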; further: values of inactives mirror those of a sister screen read the other way
* marks the source's active call; other numbers are inactive results; . = not tested or not shown.

nr	Molecule	Cardio protect	MITF TRPM1 inh	Shn3 3UTR inh	PDI inh	NR2E3 ag-1	Peg3 promoter	HIF-2a inh	iPSC survival up	NR2E3 ag-2	CaV13 ICDI inh	HTR2A ag
1	CCC(=O)N1CCc2cc(S(=O)(=O)NCCN3CCC(C)CC3)ccc21	-5	-13	-3	-1	-5	0	8	0.8	-1	.	2
2	CCCn1c(SCC(=O)NCc2cccs2)nc2c1c(=O)n(C)c(=O)n2C	4	0	3	-3	13	7	4	-3.9	1	-7	6
3	CC1=CC(=NOC(=O)c2cccc([N+](=O)[O-])c2)C=C(C)C1=O	-29	6	12	2	-10	-19	2	-1.6	-2	-3	-2
4	O=C(COC(=O)Cc1c(F)cccc1Cl)Nc1ccc2[nH]c(=O)[nH]c2c1	6	7	-6	6	17	17	17	-1.8	.	-6	-2
5	CC(c1ccon1)N(C)Cc1cn(C)nc1-c1ccc2c(c1)OCCO2 (stereo not drawn)	0	10	7	8	6	17	15	0.6	4	-7	6
6	Cc1cc2[nH]c(=O)c(=O)[nH]c2cc1S(=O)(=O)N1CCN(c2cccc(Cl)c2)CC1	20	-6	-6	.	-26	0	-2	4.0	0	-2	-5
7	CCOc1ccc(NC(=S)N(CCc2c(C)[nH]c3ccc(C)cc23)Cc2ccncc2)cc1	-4	.	8	22	1	12	-6	-0.8	1	-7	12
8	COC(=O)C1(CC2CC(c3ccncc3)=NO2)CCN(C(=O)OC(C)(C)C)CC1 (stereo not drawn)	-4	11	24	0	8	-17	-3	-0.9	-1	-3	-1
9	Nc1nc(Cl)nc2c1ncn2C1OCC(O)C(O)C1O (stereo not drawn)	11	8	1	-2	26	3	8	5.1	.	-5	-1
10	COc1ccc(OCC(=O)N2CCN(S(=O)(=O)c3ccc4c(c3)OCCO4)CC2)cc1	-5	.	19	9	-1	7	9	-2.0	.	-5	1
11	Cc1ccc(CNC(=O)CSc2nc3ccsc3c(=O)n2Cc2ccccn2)cc1	-7	-8	-14	5	-13	-47	-41	0.0	5	-5	-3
12	Nc1ccc2nc(C3CCCCC3)[nH]c2c1	-14	-8	-4	-2	-13	-15	-27	-0.5	5	-18	-4
13	Cc1c2c(n3c(nc4ccccc43)c1C#N)N(CCN(C)C)CC2	24	1	29	-1	-21	13	12	1.2	0	18	0
14	COCc1ccc(C(=O)Nc2ccc(C(=O)O)cc2)o1	1	4	-25	11	-9	-5	-2	-0.5	-2	-16	4
15	CC1(C(=O)NS(=O)(=O)c2ccccc2)CCN1C(=O)C/C=C/c1ccccc1 (stereo not drawn)	-1	.	-18	12	-13	-10	-7	-0.7	.	-10	4
16	Cc1nnsc1-c1onc(C)c1C(=O)Nc1cc(Cl)cc(Cl)c1	-28	-4	0	13	-21	48	23	-0.6	1	-2	3
17	C=CCNC(=S)NNC(=O)CCC(O)CCCCC (stereo not drawn)	5	13	8	-9	-1	12	24	0.9	2	.	0
18	O=C(O)c1cnc2ccc(Cl)cc2n1	2	.	-13	2	-15	12	20	-2.3	.	-4	0
19	COC(=O)c1ccc(-c2nc3ccc(C)cc3o2)cc1	-18	5	-86	-1	-177	-167	16	-2.0	4	-4	0
20	COc1ccccc1C(=O)NCCC(=O)N(C)CC(=O)Nc1ccc(Cl)cc1	4	9	-13	-2	15	5	-1	1.1	-4	.	-2
21	O=S(=O)(c1cnc[nH]1)N1CCCCCC1	6	-4	-1	-8	6	-3	9	2.1	1	-4	1
22	C=CCn1c(SCc2ccc(C#N)cc2)nnc1-c1ccc(C)cc1	0	0	16	0	-21	14	23	-2.4	2	-3	4
23	CCOC(=O)C1CCCN(C(=O)c2cnn3c(C(F)(F)F)cc(-c4ccccc4)nc23)C1 (stereo not drawn)	-2	11	-13	3	-5	30	5	-0.8	-2	.	-2
24	O=C(CCSc1ccc(Cl)cc1)c1ccco1	-20	-1	-6	0	-30	-9	-7	0.2	-3	-17	1
25	COC(=O)c1sc2ncccc2c1OCc1ccc(Cl)cc1	4	-6	29	-4	-6	10	-7	-1.3	0	-4	6
26	CCc1ccc(N2CC(C(=O)N/N=C/c3cccc([N+](=O)[O-])c3)CC2=O)cc1 (stereo not drawn)	0	11	-12	-6	20	5	-11	-0.9	2	.	1
27	COc1ccc(NC(=O)c2cc([N+](=O)[O-])ccc2NC(=O)CNC2CCCCC2C)c(OC)c1 (stereo not drawn)	0	17	8	7	-27	4	-73	-0.3	2	-7	-4
28	S=c1[nH]nc(-c2ccccn2)n1/N=C/c1cccc2ccccc12	-4	9	9	-1	9	7	21	-2.1	2	-5	1
29	Cc1cc(C)cc(NC(=O)Nc2cnccn2)c1	-1	-7	-5	0	-5	17	-28	-0.1	0	-2	-8
30	CCS(=O)(=O)NC(C)C(c1cccs1)N1CCN(C)CC1 (stereo not drawn)	9	-3	-18	-3	-32	20	7	1.3	5	-7	2

(further entries)
nr	Molecule	Cardio protect	MITF TRPM1 inh	Shn3 3UTR inh	PDI inh	NR2E3 ag-1	Peg3 promoter	HIF-2a inh	iPSC survival up	NR2E3 ag-2	CaV13 ICDI inh	HTR2A ag
31	Cc1[nH]n(C(N)=S)c(=O)c1C(c1ccccc1)C(C#N)C#N (stereo not drawn)	17	19	9	5	-28	7	21	-2.7	-1	1	0
32	Cc1sc2nc(C3CC3)nc(SCC(=O)NCc3ccco3)c2c1C	4	-14	30	-3	19	-10	-15	4.9	11	-10	2
33	O=C(O)CSc1c[nH]c2ccccc12	4	2	-6	-1	-11	4	1	4.7	-1	-5	2
34	COCCN(CCOC)c1nc(-c2ccccc2)nc2ccccc12	20	0	3	-4	5	29	24	-0.5	.	-2	0
35	Cc1c(Cl)cccc1-n1c(SCC(=O)N(C)Cc2ccccc2)nnc1-c1ccncc1	5	8	3	2	1	19	19	0.2	0	-4	0
36	CN(C)c1ccc(Nc2nc(N)c3ccccc3n2)cc1	-15	53	23	-1	-174	63*	47*	-0.7	-13	-4	-8
37	Cc1ccc(CNC(=O)CNC(=O)c2ccc(Br)o2)cc1	-3	-8	17	1	0	-2	-4	0.2	5	-2	2
38	C=CCNC(=O)CCCOc1ccc(C)cc1	-1	0	3	-6	-7	-17	-6	-1.3	3	-2	3
39	CN(C)CCCN(C(=O)CCSc1ccccc1)c1nc2cc3c(cc2s1)OCO3	-12	35	-21	29	-28	91*	-5	-0.1	2	-2	-8
40	CSc1ncccc1C(=O)NCCc1ccccc1	8	-1	15	-4	-26	0	-26	-0.6	-2	-4	-2
41	COc1ccc(CNC(=O)c2cc(=O)c3cc(C)ccc3o2)cc1	-2	-9	-1	10	-34	8	-6	-0.1	-2	-15	0
42	C/C(=N\Nc1nc2ccccc2[nH]1)c1ccccn1	27	54	81	-2	-105	-95	-150	-0.6	1	-7	-8
43	Cc1ccc(C(=O)OCC(=O)NC2CCS(=O)(=O)C2)c(C)c1 (stereo not drawn)	11	-2	-21	4	-35	5	1	0.7	.	-3	9
44	COc1ccc(-n2c(=S)[nH]c3cc(C(=O)NC4CCCCC4)ccc3c2=O)c(OC)c1	-4	23	66	1	1	11	7	0.4	1	-3	0
45	COc1ccc(-c2cc(-c3ccccc3)nc(N)n2)c(O)c1	0	-5	-23	6	-28	-178	-319	8.1	.	-7	4
46	O=C(NCC1CCCCC1)c1ccco1	-6	-7	-2	-11	-18	-13	-3	4.4	-1	-8	-1
47	Cn1c(C(=O)N2CCN(c3ccccc3)CC2)cc2cc(Cl)ccc21	-1	6	2	-11	-18	20	22	0.8	3	-3	1
48	COc1ccccc1/C=C/C(=O)OCC(=O)c1c(N)n(C)c(=O)n(C)c1=O	-2	-13	-32	-15	-15	14	4	-1.6	3	-15	7
49	C=CCn1c(N)c(C(=O)NC2CCCCC2)sc1=S	0	-7	0	-6	-3	-9	-8	-0.9	-4	-5	-2
50	CC(C)NC(=O)CCCC(=O)NC(C)C	0	-15	2	-3	-21	9	25	-0.9	-1	-3	2
51	O=S(=O)(NCC1CCCO1)c1ccc(Cl)c(C(F)(F)F)c1 (stereo not drawn)	-6	-7	-8	-10	1	24	5	1.2	1	-7	-3
52	Cc1[nH]c(=S)c(C#N)c(C)c1C(=O)Nc1ccccc1	5	7	6	-5	12	9	9	-2.4	8	.	2
53	CCCOC(=O)/C(=C\C=C\c1ccco1)NC(=O)c1ccccc1	14	-32	-26	7	-2	-135	-118	0.1	1	-16	5
54	CC1(C)Cc2ccccc2-c2nc3n(c(=O)c21)CCS3	1	-1	6	-4	-13	7	10	-0.7	10	-6	0
55	CCS(=O)(=O)N1CCC(C(=O)NC2CCCCCCC2)CC1	-3	-9	-20	-6	-5	6	-1	-3.7	-1	-5	-4
56	Cn1c(=O)oc2cc(S(=O)(=O)N3CCCC(C(=O)NCc4cccs4)C3)ccc21 (stereo not drawn)	-14	-12	12	4	5	26	16	-0.9	1	-5	-1
57	Nc1c(Cl)c(Cl)nc(C(=O)N/N=C/c2cccnc2)c1Cl	-2	.	4	-2	1	-7	4	-0.6	0	1	-2
58	COc1cc(C(=O)N/N=C(\c2ccccc2)c2ccccn2)cc(OC)c1OC	78*	78*	89*	-4	13	107*	29	-1.5	2	-4	-4
59	Cn1c(COc2ccc(Cl)cc2)nnc1SCC(=O)Nc1ccc2c(c1)CCC2	0	-10	15	-8	-5	12	28	-1.7	0	-5	-1
60	Cc1ccc(Nc2nc(N)nc(CSc3nnc(-c4ccncc4)o3)n2)cc1	6	-12	11	-3	-26	-20	-17	-2.3	-5	-4	3

Next results follow:
nr	Molecule	Cardio protect	MITF TRPM1 inh	Shn3 3UTR inh	PDI inh	NR2E3 ag-1	Peg3 promoter	HIF-2a inh	iPSC survival up	NR2E3 ag-2	CaV13 ICDI inh	HTR2A ag
61	COc1ccccc1OCC(O)CN1C(=O)NC(C)(C)C1=O (stereo not drawn)	-1	4	-20	.	6	-7	13	-1.0	2	-2	-1
62	CC1CN(C)C(C)c2c1oc1ccc([N+](=O)[O-])cc21 (stereo not drawn)	-7	8	8	-1	-9	2	12	3.2	-1	-5	22*
63	CC(C)S(=O)(=O)c1cnc(N2CCOCC2)nc1N	5	-1	3	-2	-23	7	6	-0.1	-1	-1	6
64	Cc1oc2ccc(OCc3c(F)cccc3Cl)cc2c1C(=O)O	-4	14	3	3	-8	2	20	-0.1	4	-3	2
65	CCc1noc(C)c1C(=O)NNC(=O)COc1ccc(C)cc1	-2	5	0	-3	-18	-6	8	0.7	-3	-16	-2
66	COc1ccc(CNc2ccc([N+](=O)[O-])cc2C)cc1	-3	-13	-6	0	-17	-27	-68	0.0	3	-5	-10
67	N#CCCN(C(=O)COC(=O)c1cc(S(=O)(=O)N2CCOCC2)ccc1Cl)c1ccc(F)cc1	-1	-4	-5	3	-15	3	5	-0.2	2	-4	6
68	O=C1CNC(=O)/C1=C/c1ccc(Br)cc1	6	2	-1	3	-2	8	18	-0.3	2	-5	-3
